Screening results (PubChem)
p97 ATPase inh – inhibitors of human p97 ATPase | P55072 | recombinant p97 ATPase, Kinase-Glo ATP luminescence, 3 h | inhibition, % at 8 µM | 220,000 tested, 0.42% active | AID 1481; in the data active = inhibition above about 15%;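 also: 0% = DMSO vehicle and 100% = wells lacking enzyme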
KCC2 mod – modulates chloride dependent transport by human KCC2; 190,000 tested, 2.2% active; B-score of Tl+ flux slope (higher = more flux/activation; lower = inhibition) at 10 µM; KCC2 cells, thallium flux FluoZin-2 fluorescence; Q9H2X9; AID 1456;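 active = thallium flux slope and its plate-corrected score both differing from the plate sample mean at a set confidence after two filtering rounds, in either direction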;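 also: slope of fluorescence scaled to starting intensity during 10 to 20 s after thallium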
Furin inhibitor – inhibitors of human furin; purified furin, fluorogenic substrate cleavage; inhibition, % at 30 µM; 220,000 tested, 0.061% active; in the data active = inhibition above about 25%; also: inactives centre near -15
KLK5 inh – kallikrein 5 (human) inhibition; Q9Y337; AID 873; inhibition, % at 5 µM; 210,000 tested, 0.59% active; recombinant hK5, fluorogenic AMC substrate cleavage;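 active = inhibition of 40% or more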;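 also: 0% = enzyme controls without compound and 100% = no-enzyme blanks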
Target sequence (Q9Y337 67-293 limits assumed): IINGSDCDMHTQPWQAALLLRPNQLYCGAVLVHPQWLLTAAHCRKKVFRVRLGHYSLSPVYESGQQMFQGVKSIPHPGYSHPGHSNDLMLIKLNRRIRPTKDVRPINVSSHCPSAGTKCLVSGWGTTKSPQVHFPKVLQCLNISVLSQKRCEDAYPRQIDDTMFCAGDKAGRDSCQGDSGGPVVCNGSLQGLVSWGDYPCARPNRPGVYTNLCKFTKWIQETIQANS
Thrombin inh – blocks human thrombin protease activity; AID 1046; inhibition, % at 5 µM; alpha-thrombin, Boc-VPR-AMC fluorogenic substrate cleavage; 220,000 tested, 0.26% active; P00734;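 active = inhibition at or above 40%; inactive = inhibition below 40%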;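 also: 0% = enzyme with no compound and 100% = wells without enzyme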
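Test system: human alpha-thrombin; medium: pH 7.5 Tris-saline with Tween 20; times: reaction at room temperature; signal: AMC fluorescence at 355 nm excitation and 460 nm emission; also added: Boc-VPR-AMC substrate, 15 µM final; dosing: one concentration per compound, 5 µM, with 0.2% DMSO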
FXIIa inh 1536 – inhibitors of human coagulation factor XIIa. 220,000 tested, 0.3% active. purified FXIIa, Boc-QGR-AMC fluorogenic substrate, 2 h. inhibition, % at 5 µM; in the data active = inhibition above about 40%;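 also: 0% = enzyme with no compound and 100% = blank without enzyme; many of its hits are not listed in these tables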
FXIa inh 1536 – factor XIa (human) inhibition. purified FXIa, Boc-Glu-Ala-Arg-AMC fluorogenic substrate. P03951. inhibition, % at 5 µM. 220,000 tested, 0.14% active;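 active = inhibition of at least 40%; inactive = inhibition below 40%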;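 also: fluorescence of freed AMC excited at 355 nm; 0% = enzyme without compound and 100% = no enzyme blank; many of its hits are not listed in these tables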
Wee1 degr inh – human Wee1 degradation inhibition, primary screen; HeLa Luc-Wee1K328M stability, luciferase luminescence; 100% = proteasome inhibitor MG132 effect; reporter increase, % at 5 µM; 220,000 tested, 1.2% active; AID 1321;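 active = activation above the mean of all tested compounds plus 3 SD, set per screening run, cut at about 8.8% in these data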;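 also: cells exposed to compound for 20 h before luminescence read; 0% = DMSO alone and 100% = MG132 at 30 µM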
Target sequence (P30291 whole entry K328M): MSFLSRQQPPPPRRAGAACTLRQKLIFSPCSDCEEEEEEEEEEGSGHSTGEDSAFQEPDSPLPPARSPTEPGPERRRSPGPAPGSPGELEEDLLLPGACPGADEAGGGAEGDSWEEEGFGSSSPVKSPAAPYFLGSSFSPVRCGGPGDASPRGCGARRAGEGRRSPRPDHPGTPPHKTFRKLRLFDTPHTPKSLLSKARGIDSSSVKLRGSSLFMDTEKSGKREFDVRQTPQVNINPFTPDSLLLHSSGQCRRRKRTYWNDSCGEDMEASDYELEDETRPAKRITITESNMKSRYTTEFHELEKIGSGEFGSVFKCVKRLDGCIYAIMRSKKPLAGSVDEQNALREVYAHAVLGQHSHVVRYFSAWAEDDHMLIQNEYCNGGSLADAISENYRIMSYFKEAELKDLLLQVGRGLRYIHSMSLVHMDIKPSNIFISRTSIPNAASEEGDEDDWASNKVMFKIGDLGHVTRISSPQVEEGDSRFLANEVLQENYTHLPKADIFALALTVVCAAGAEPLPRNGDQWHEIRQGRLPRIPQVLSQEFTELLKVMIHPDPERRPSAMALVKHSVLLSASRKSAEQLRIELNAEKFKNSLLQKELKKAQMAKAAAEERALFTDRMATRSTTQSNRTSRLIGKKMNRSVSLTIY
PERK inhibitor – blocks human PERK kinase; Q9NZJ5; CHO PERK-DD fusion, SEAP luminescence translation reporter; 220,000 tested, 0.17% active; inhibition, % at 5.6 µM;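 active = inhibition above the mean inhibition of all tested compounds plus 3 SD, set separately per screening campaign, cut at about 2.9% in these data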;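 also: PERK kinase domain activated by AP20187 dimerizer at 100 nM; 0% = DMSO with dimerizer and 100% = rapamycin at 8.4 µM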
Numbers without * were called inactive; · = no result given; [ ] = dose if it differs, or a comment.

SMILES	p97 ATPase inh	KCC2 mod	Furin inhibitor	KLK5 inh	Thrombin inh	FXIIa inh 1536	FXIa inh 1536	Wee1 degr inh	PERK inhibitor
CCCCn1c(=O)[nH]c(=O)c2c1nc(-c1ccc(CC)c([N+](=O)[O-])c1)n2C	2.1	0.584	-21.8	6.2	-9.2	6.5	-0.5	0.4	1.0
CCN(CC)CCNC(=O)C1c2cc(OC)c(OC)cc2C(=O)N2CCc3ccccc3C12 (stereo not drawn)	-2.3	·	-14.9	5.1	-1.6	9.3	-21.2	-1.4	-0.1
COc1ccc(/C=N/NC(=O)c2cccc(NC(C)=O)c2)c(OC)c1	-0.8	0.0244	-11.6	-2.9	0.4	5.6	-6.1	-0.5	-0.2
Fc1ccc(/C=N/Nc2nc(-c3cccnc3)nc3ccccc23)cc1	-7.3	-0.294	2.1	0.8	-5.0	-0.8	2.0	7.0	-2.4
COCc1nc2ccccc2n1Cc1cccc(C)c1	-0.6	-1.06	-5.2[20 µM]	-7.7	4.7	9.2	0.7	-0.5	0.4
Cc1c(NC(=O)C(C)NCC2CCCO2)c(=O)n(-c2ccccc2)n1C (stereo not drawn)	-6.2	·	-6.6[20 µM]	-11.3	-2.3	1.6	-6.5	-1.6	-0.8
COc1cccc(OC)c1OCCCOc1ccc(C)cc1Br	-3.3	1.93	-7.6	-6.5	-5.2	-1.1	-5.7	-0.9	0.1
CCCOc1ccc(/C=N/NC(=O)CN(c2ccc(OCC)cc2)S(C)(=O)=O)cc1	-4.7	0.11	-8.2	3.4	4.3	15.7	3.5	-3.1	-0.6
CCOc1ccc(CCNC(=O)COC(=O)c2nc3nc(C)cc(C)n3n2)cc1OCC	-5.2	0.489	-18.0	-8.7	-15.6	2.9	-4.7	-1.9	1.0
CCCC(=O)c1ccc(N2CCN(C(=O)c3ccccc3Br)CC2)c(F)c1	-3.6	-0.117	-5.7	2.3	-6.7	9.4	-12.4	-0.1	-1.1
CCOC(=O)Cn1nc(-c2ccc(F)cc2)oc1=O	1.2	1.33	-6.1[20 µM]	-5.5	-2.4	6.0	-14.5	-1.4	0.2
Cc1c(-c2cccc(Cl)c2)nc2ccccc2c1C(=O)OCC(=O)N(C)C1CCS(=O)(=O)C1 (stereo not drawn)	-1.9	-1.35	-21.9	-6.6	0.7	9.6	-1.7	0.4	0.0
Oc1c(C=Nc2cccnc2)sc2ccccc12	1.6	-1	-14.5[20 µM]	3.2	4.4	22.5	5.7	4.2	0.5
CC(=O)Nc1ccc2nsnc2c1	4.6	-0.671	-14.8	0.5	2.0	11.2	1.2	-1.3	-0.9
CCOC(=O)N1CCN(C(=O)CN(c2ccc(C)c(C)c2)S(=O)(=O)c2ccccc2)CC1	-5.9	·	-25.5	3.2	-2.8	-1.6	-1.4	-1.0	-1.0
Cc1cc(Cl)ccc1Oc1ncnc2onc(C)c12	-0.8	-1.28	-20.0	-34.7	-1.2	-7.7	-7.0	0.1	0.0
CCOC(=O)CSc1nc(N2CCOCC2)c2c(c1C#N)CC(C)(C)N(C)C2	-6.7	-0.82	-4.9	-10.7	-2.4	8.5	5.0	0.1	-0.4
O=C(CCc1ccc(S(=O)(=O)N2CCOCC2)cc1)N1CCN(Cc2ccc3c(c2)OCO3)CC1	0.6	0.187	-19.3[20 µM]	-6.8	-6.4	12.0	-2.8	1.0	-0.8
N#C/C(=C(/O)CCl)c1nc(-c2ccccc2)cs1	40.0*	-1.22	-22.3	1.3	2.0	4.7	11.6	-1.9	1.5
COc1ccc(/C=C/S(=O)(=O)NCc2ccccc2)cc1OC	-2.7	-0.0141	-4.6	-1.5	-17.4	9.4	-5.3	5.0	-0.4
COc1ccccc1/C=C(/C(=O)OCC(N)=O)c1ccccc1	0.4	0.233	0.2	-13.1	-4.3	11.9	10.6	1.2	1.4
O=C(Nc1ccc(-c2nc3ccccc3o2)c(O)c1)c1cc(-n2cnnc2)ccc1Cl	-3.8	·	-9.4[20 µM]	-18.5	-6.0	4.2	-4.3	-1.6	-0.6
N#Cc1c(SCC(=O)O)nc(N2CCOCC2)c2c1CCCC2	8.8	0.332	-10.5	1.2	0.2	7.7	1.6	1.8	1.4
O=C(COC(=O)COc1ccccc1[N+](=O)[O-])NC1CCCC1	5.8	-0.245	-10.2	-22.1	-5.2	-1.4	-4.5	10.1*	-0.8
CC(C)Cn1c(=O)c2ccccc2n2c(SCC(=O)N3c4ccccc4CC3C)nnc12 (stereo not drawn)	6.9	-2.46	-6.3	-17.1	-6.8	8.2	-1.4	-3.8	0.3
CCOc1ccc(OCC)c(S(=O)(=O)N2CCOCC2)c1	6.0	0.351	-21.7	-2.0	-7.8	1.8	-6.2	-2.5	0.3
O=c1[nH]c2cccnc2c2ccsc12	0.8	·	-15.3	6.6	-5.5	11.1	2.7	-0.1	-0.4
Cc1cc(C(=O)N2CCN(S(C)(=O)=O)CC2)sc1-c1ccccc1	0.8	0.62	-14.1	17.9	5.5	10.9	2.2	1.7	1.0
Cc1cc(NC(=O)C2CC(=O)OC2c2ccccc2)no1 (stereo not drawn)	1.2	0.597	-27.1	-9.7	-0.1	12.4	0.7	-1.4	0.7
COc1cc2nc(C)sc2cc1SC	2.6	0.0531	-23.7	-9.2	-0.5	5.6	-5.1	-1.1	1.6

Entries of single compounds from above.
Results for CCOC(=O)CSc1nc(N2CCOCC2)c2c(c1C#N)CC(C)(C)N(C)C2 → p97 ATPase inh = -6.7; KCC2 mod = -0.82; Furin inhibitor = -4.9; KLK5 inh = -10.7; Thrombin inh = -2.4; FXIIa inh 1536 = 8.5; FXIa inh 1536 = 5.0; Wee1 degr inh = 0.1; PERK inhibitor = -0.4
Results for N#Cc1c(SCC(=O)O)nc(N2CCOCC2)c2c1CCCC2 → p97 ATPase inh = 8.8; KCC2 mod = 0.332; Furin inhibitor = -10.5; KLK5 inh = 1.2; Thrombin inh = 0.2; FXIIa inh 1536 = 7.7; FXIa inh 1536 = 1.6; Wee1 degr inh = 1.8; PERK inhibitor = 1.4

Other entries
SMILES	p97 ATPase inh	KCC2 mod	Furin inhibitor	KLK5 inh	Thrombin inh	FXIIa inh 1536	FXIa inh 1536	Wee1 degr inh	PERK inhibitor
Cc1cc(C)cc(NC(=S)Nc2cccc3cnccc23)c1	3.2	1.19	-15.3	-9.2	-5.5	6.2	-7.2	-0.8	0.6
O=S1(=O)C=C(N2CCOCC2)c2ccccc21	2.4	0.235	-16.1	-3.2	-5.7	-5.2	-13.8	4.1	-0.1
COc1ccc(S(=O)(=O)N2CCN=C2SCc2cccnc2)cc1	5.4	-0.937	-31.0	-1.6	-9.5	8.1	9.3	-1.2	0.9
O=C(CCN1C(=O)C2CC=C(Cl)CC2C1=O)Nc1ccccc1O (stereo not drawn)	3.1	0.506	-22.8	-13.6	-1.2	6.8	-0.5	-1.3	0.9
C=CCNC(=O)Cn1nc(-c2ccccc2)ccc1=O	2.3	-0.0798	-11.8	0.5	4.6	10.7	2.0	3.1	1.3
COc1ccc(/C=N\NC(=O)COc2ccccc2Cl)cc1Cn1nc(C)cc1C	-3.8	0.949	-12.4[20 µM]	15.1	24.9	3.6	-4.0	-0.3	-1.4
CCN(CC)CCN1C(=O)C(=O)/C(=C(/O)c2c(C)[nH]c(C(=O)OC)c2C)C1c1ccccc1OC (stereo not drawn)	1.9	1.73	4.2[20 µM]	-17.2	4.7	31.7	15.2	-2.2	1.7
CCCC(O)(CCN1CCOCC1)c1ccc(Br)cc1 (stereo not drawn)	-3.6	1.14	-25.9	-1.9	-0.6	1.0	-4.8	-1.5	0.0
O=C(Cc1cccs1)Nc1nc2c(s1)CCCC2	-3.0	0.983	-18.5[20 µM]	-11.2	4.1	25.6	-2.5	1.9	-0.1
CCCCCc1cc(=O)oc2c(C(CCN(CC)CC)c3cc(OC)c(OC)c(OC)c3)c(OC)cc(OC)c12 (stereo not drawn)	·	1.58	-7.5	-0.6	-3.9	4.3	-2.6	·	·
O=C(c1cccc(C(F)(F)F)c1)c1c[nH]c(C(=O)NCC2CCCO2)c1 (stereo not drawn)	1.9	-0.808	-17.5	2.0	-4.8	7.8	-0.2	1.4	1.1
CCCCCNC(=O)C(C)Sc1ccc(Cl)cc1 (stereo not drawn)	-0.6	-1.6	-8.8[20 µM]	2.4	-3.0	12.2	3.0	1.2	0.5
CCN(CCn1cccn1)C(=O)CCc1nnc(-c2ccccc2)o1	4.2	·	-22.9	·	1.9	8.2	1.3	-1.6	1.3
CC(C)Oc1ccc(C2CNC(=O)C2)cc1 (stereo not drawn)	·	-0.101	-13.0	-11.3	2.1	10.0	1.9	·	·
C=CCOC(=O)c1[nH]c2c(c1C)C(=O)CC(c1cc(OC)c(OC)c(OC)c1)C2 (stereo not drawn)	-7.8	0.0228	-4.6	-5.8	1.7	7.5	3.9	1.6	-0.9
CCOCCc1nnc(NC(=O)C(CC)c2ccccc2)s1 (stereo not drawn)	-5.2	·	-13.3[20 µM]	0.9	-5.3	2.9	-5.9	-2.1	-0.8
O=C(NCC1CCCO1)c1ccccn1 (stereo not drawn)	3.1	·	-6.1[20 µM]	-19.9	-1.2	-2.6	-8.2	0.0	-0.1
CC(C)N(C(=O)COC(=O)c1ccc([N+](=O)[O-])cc1)c1ccccc1	-3.1	-0.451	-23.2	0.4	-7.4	3.1	-7.2	3.8	-0.9
CC(=O)Nc1ccc(S(=O)(=O)N(C)CC(=O)OCC(=O)Nc2ccc3c(c2)OCO3)cc1	4.7	-0.182	-8.5	-13.0	-7.4	11.0	5.4	-2.2	1.1
O=C(/C=C/c1c(Cl)cccc1Cl)NCc1ccco1	-0.6	-0.7	-3.5	-10.7	-13.0	2.3	3.0	-0.3	-0.8
CCc1nnc(SCC(=O)N2CCCc3ccccc32)nc1CC	-0.1	0.102	-11.2[20 µM]	-16.0	-12.4	4.0	-0.7	-1.0	-1.4
CCOC(=O)c1c(C)[nH]c(C)c1C(=O)CSc1nnc(-c2ccco2)n1Cc1ccccc1	-7.6	-2.23	-3.6	-11.7	-2.4	5.9	4.5	2.0	-1.9
CCC(=O)Nc1cc(C)c(NC(=O)c2ccco2)cn1	1.0	·	-26.2	6.0	2.6	21.0	9.1	2.5	1.4
CCOc1ccc(S(=O)(=O)NCc2csc(C)n2)cc1	-7.3	-0.15	12.8[20 µM]	-10.3	-7.8	8.4	5.3	-0.4	-0.4
CCCSc1nc2c(cnn2-c2ccc(F)cc2)c(=O)[nH]1	4.1	0.676	-23.7	-5.3	-8.7	5.3	-3.5	-3.0	0.6
Cn1nc(CC(=O)Nc2ccc(N3CCN(C(=O)OC(C)(C)C)CC3)cc2)c2ccccc2c1=O	-7.6	-0.0811	2.0	-23.8	-4.8	0.9	-7.4	-1.4	-1.6
Cc1ccccc1NCC(=O)N/N=C\c1ccc2c(c1)OCO2	1.6	·	-22.9	18.9	-6.7	9.9	-0.7	3.0	0.2
CCOc1nc(NCc2ccco2)nc(Nc2ccccc2F)n1	-2.7	-0.296	-18.8[20 µM]	-4.2	-8.1	14.4	4.4	-0.5	-0.8
CCn1c(SCc2c(F)cccc2Cl)nnc1-c1ccco1	0.3	-1.4	-14.1[20 µM]	-15.1	3.8	2.8	-6.3	-1.5	-0.7
O=C(c1cc(-c2ccc(Cl)cc2)n(-c2cc(Cl)ccc2Cl)n1)N1CCOCC1	3.6	·	-21.2	-23.3	0.5	-2.7	-0.1	-0.6	0.9
COc1cc(OC)c2ccc(=O)oc2c1C(CC(=O)N1CCOCC1)c1ccc2c(c1)OCO2 (stereo not drawn)	·	-0.0123	-15.5	1.8	1.9	7.0	2.2	·	·

Rows were taken by chance. About 4.4% of those tested had a hit in this group.
